DNMT1 block – DNMT1 (human) enzyme inhibition. P26358. DNMT1 molecular beacon, Hinp1I cleavage, fluorescence. inhibition (reported as % activation of signal), % at 10 µM. 0.83% of 360,000 active; in the data active = inhibition above about 50%
bovine MsrA act – activates bovine MsrA enzyme; activation, % at 10.6 µM; purified bovine MsrA, absorbance read-out; 0.3% of 360,000 active; in the data active = activation above about 7.5%;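 note: 0% = vehicle and 100% = reference activator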
Scp-1 inhibitor – Scp-1 (human) phosphatase inhibition. Recombinant Scp1, phosphopeptide, malachite green phosphate absorbance. AID 493091. inhibition, % at 20 µM. 0.88% of 340,000 active. Q9GZU7;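 active = inhibition above about 50% at 20 µM, limit read from the data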;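 note: plate controls were DMSO wells with enzyme for no effect and wells lacking enzyme for full effect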
Target sequence (Q9GZU7 76-261 limits assumed): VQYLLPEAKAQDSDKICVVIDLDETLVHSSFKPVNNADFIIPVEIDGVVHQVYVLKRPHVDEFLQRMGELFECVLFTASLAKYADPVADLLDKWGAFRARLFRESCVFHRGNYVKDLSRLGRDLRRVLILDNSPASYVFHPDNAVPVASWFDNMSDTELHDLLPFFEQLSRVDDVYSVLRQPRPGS
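Test system – truncated SCP-1 phosphatase (76-261aa) · Reagent – Phosphorylated 17-residue peptide substrate · Incubation – 45 min room-temperature reaction, 5 min colour, 30 min stabiliser · Detection – colorimetric phosphate reagent with accelerator and stabiliser, absorbance at 630 nm · Measure – % inhibition at 20 µM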
E coli Lon inh – inhibitors of E. coli Lon protease; P0A9M0; purified E. coli Lon protease, fluorescence polarization; inhibition, % at 7.94 µM; 0.42% of 360,000 active; in the data active = inhibition above about 13%, passing the limit was not always enough;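 note: 0% = enzyme with probe and DMSO and 100% = no enzyme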
Target sequence (P0A9M0 whole entry, looked up): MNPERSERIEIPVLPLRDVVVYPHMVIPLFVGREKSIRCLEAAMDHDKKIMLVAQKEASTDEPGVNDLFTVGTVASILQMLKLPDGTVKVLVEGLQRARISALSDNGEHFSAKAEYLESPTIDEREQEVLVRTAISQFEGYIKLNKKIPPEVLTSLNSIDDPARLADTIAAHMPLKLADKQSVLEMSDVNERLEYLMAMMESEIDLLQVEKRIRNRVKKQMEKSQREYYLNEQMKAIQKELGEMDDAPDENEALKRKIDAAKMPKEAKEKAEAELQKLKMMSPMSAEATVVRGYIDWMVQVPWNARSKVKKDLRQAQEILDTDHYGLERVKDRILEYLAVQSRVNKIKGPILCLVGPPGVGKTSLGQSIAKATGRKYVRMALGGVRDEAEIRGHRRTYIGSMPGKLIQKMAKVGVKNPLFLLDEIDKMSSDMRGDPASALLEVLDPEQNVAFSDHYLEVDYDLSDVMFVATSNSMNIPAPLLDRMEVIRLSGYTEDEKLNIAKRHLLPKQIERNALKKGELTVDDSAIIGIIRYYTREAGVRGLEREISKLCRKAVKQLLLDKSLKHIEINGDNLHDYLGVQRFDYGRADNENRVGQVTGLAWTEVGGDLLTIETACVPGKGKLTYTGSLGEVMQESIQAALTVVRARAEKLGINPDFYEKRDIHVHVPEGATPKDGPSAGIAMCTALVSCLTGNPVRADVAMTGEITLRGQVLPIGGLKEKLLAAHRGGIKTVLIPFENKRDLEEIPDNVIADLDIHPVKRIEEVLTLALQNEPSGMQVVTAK
Tb MetRS inh – blocks T. brucei methionyl-tRNA synthetase activity | 0.4% of 360,000 active | purified T. brucei MetRS, ATP depletion, Kinase-Glo luminescence | AID 624268 | inhibition, % at 11.9 µM;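 active = inhibition above a per-plate cutoff of the control wells' mean inhibition plus 3 SD, cut at about 5.5% in these data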;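 note: 0% = DMSO wells median and 100% = median of wells with control inhibitor compound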
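Test system: purified T. brucei MetRS enzyme. Also added: ATP, methionine and E. coli bulk tRNA substrates. Compound: 11.9 µM single point. Schedule: 15 min enzyme-compound preincubation, 2 h reaction, 10 min detection, 25 °C. Signal: luciferase luminescence of residual ATP, Kinase-Glo. Evaluation: percent inhibition versus plate control medians. Controls: DMSO wells, low control.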
STEP block – blocks human striatal-enriched tyrosine phosphatase; P54829; recombinant STEP, OMFP fluorogenic substrate, fluorescence; inhibition, % at 20 µM; 0.25% of 360,000 active; AID 588621;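 active = inhibition at 20 µM, scaled per plate between control wells, above about 37%, limit read from the data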;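 note: 0% = DMSO with enzyme and substrate and 100% = substrate only without enzyme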
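System: STEP (striatal-enriched tyrosine phosphatase) enzyme, cell-free; medium: Bis-Tris pH 6.0 buffer with DTT, detergent; dosing: 20 µM, 1% DMSO; times: reaction 20 min, ambient temperature; detection: fluorescence, 480/540 nm; read-out basis: normalized % inhibition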
NRP1-CendR mod – modulators of CendR peptide binding to human neuropilin-1 | 0.85% of 360,000 active | inhibition, % at 25 µM | FAM-RPARPAR peptide binding to NRP-1, fluorescence polarization | O14786 | AID 602438;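 active = inhibition or corrected inhibition above about 18%, plus a signal ratio from 0.5 to 1.5, limit read from the data, passing the limit was not always enough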; note: strong numbers were not always called active
SUMO1 PPI mod – alters human SUMO1 binding to SIM partners. P63165. SUMO1 binding to a labelled peptide, TR-FRET, 1 h. inhibition, % at 20 µM. 0.33% of 360,000 active; in the data active = inhibition above about 37%
Target sequence (P63165 whole entry, looked up): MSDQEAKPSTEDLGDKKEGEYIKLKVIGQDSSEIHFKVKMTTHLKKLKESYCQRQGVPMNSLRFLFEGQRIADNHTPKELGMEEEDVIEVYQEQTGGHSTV
MsrA inhibitor – bovine MsrA inhibition; purified bovine MsrA, absorbance read-out; inhibition, % at 15.5 µM; 0.75% of 360,000 active; AID 651718; in the data active = inhibition above about 4.5%;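 note: 0% = vehicle wells with enzyme and 100% = reference inhibitor wells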
LMPTP inh – LMPTP (human) inhibition; P24666; inhibition, % at 20 µM; 0.22% of 360,000 active; recombinant LMPTP-A, OMFP fluorogenic substrate, fluorescence intensity;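 active = compounds that cut the enzyme signal by at least half of the control window in the single-dose screen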;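 note: plate controls were DMSO wells with enzyme plus substrate for no effect and substrate without enzyme for full effect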
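test system = LMPTP-A | amount = 0.625 nM LMPTP-A final | reagent = fluorogenic phosphatase substrate OMFP at 400 µM final | incubation = 50 min at room temperature | benchmarks = no-enzyme low control, uninhibited high control | medium = Bis-Tris pH 6.0, DTT, detergent | signal = fluorescence intensity of OMFP turnover product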
* = called active by the depositor. Outcome played no part in choosing rows (roughly 4.3% active in at least one column).

Results for CCOc1ccc(-c2noc(CCC(=O)NCCc3ccccc3)n2)cc1OC ?
DNMT1 block: -1; bovine MsrA act: -3; Scp-1 inhibitor: -16; E coli Lon inh: -1; Tb MetRS inh: -0.1; STEP block: 2; NRP1-CendR mod: 9; SUMO1 PPI mod: 4; MsrA inhibitor: -0.1; LMPTP inh: 0.6

Results for Cc1cc(C)c(CN2CCC(n3nccc3NC(=O)C3CCOC3)CC2)cc1C (centres undefined) ?
DNMT1 block: 2; bovine MsrA act: -1; Scp-1 inhibitor: -6; E coli Lon inh: 1; Tb MetRS inh: -0.1; STEP block: 5; NRP1-CendR mod: 8; SUMO1 PPI mod: 2; MsrA inhibitor: 0.3; LMPTP inh: 0.4

How did CSc1ccc(CN2CCN(CCC(C)C)C(CCO)C2)cc1 (centres undefined) do in these assays?
DNMT1 block: 1; bovine MsrA act: -1; Scp-1 inhibitor: -13; E coli Lon inh: -7; Tb MetRS inh: -0.7; STEP block: 1; NRP1-CendR mod: -2; SUMO1 PPI mod: 4; MsrA inhibitor: -0.9; LMPTP inh: -0.8

What do the screens show for `Cn1c(=O)c(=O)n(C)c2cc(S(=O)(=O)N3CCCC3C(=O)Nc3ccccc3F)ccc21` (centres undefined)?
DNMT1 block: 0; bovine MsrA act: 1; Scp-1 inhibitor: 0; E coli Lon inh: 0; Tb MetRS inh: 0.2; STEP block: 0; NRP1-CendR mod: -10; SUMO1 PPI mod: -1; MsrA inhibitor: 1.6; LMPTP inh: -0.4

Results for CCn1c2ccccc2c2cc(NC(=O)c3cccc([N+](=O)[O-])c3)ccc21 ?
DNMT1 block: -9; bovine MsrA act: -2; Scp-1 inhibitor: -22; E coli Lon inh: -5; Tb MetRS inh: 0.3; STEP block: -4; NRP1-CendR mod: -29; SUMO1 PPI mod: -4; MsrA inhibitor: 0.5; LMPTP inh: 3.8

What do the screens show for `Cc1cc(C)c(C#N)c(N)n1`?
DNMT1 block: 5; bovine MsrA act: -9; Scp-1 inhibitor: 9; E coli Lon inh: 4; Tb MetRS inh: -0.7; STEP block: 0; NRP1-CendR mod: 4; SUMO1 PPI mod: 5; MsrA inhibitor: 1.2; LMPTP inh: 1.1

How did Cc1ccc(CCN2CC(C(=O)NC3CCCC3)CC2=O)cc1 (centres undefined) do in these assays?
DNMT1 block: 2; bovine MsrA act: -7; Scp-1 inhibitor: 7; E coli Lon inh: 4; Tb MetRS inh: -0.8; STEP block: -1; NRP1-CendR mod: -4; SUMO1 PPI mod: 1; MsrA inhibitor: -0.4; LMPTP inh: -1.8

How did CCN1C(=O)C(=CC=CN(C)c2ccccc2)SC1=S do in these assays?
DNMT1 block: 14; bovine MsrA act: -1; E coli Lon inh: -442; Tb MetRS inh: -0.1; STEP block: -32; NRP1-CendR mod: -214; SUMO1 PPI mod: -17; MsrA inhibitor: -0.1; LMPTP inh: 1.4

How did Cc1cc(C)n(Cc2ccc(C(=O)Nc3ccc(Br)cc3C)o2)n1 do in these assays?
DNMT1 block: 4; bovine MsrA act: -7; Scp-1 inhibitor: -6; E coli Lon inh: -1; Tb MetRS inh: -1.1; STEP block: -5; NRP1-CendR mod: 6; SUMO1 PPI mod: -6; MsrA inhibitor: 0.0; LMPTP inh: -0.6

What do the screens show for `CCOC(=O)CC1=NN(c2ccccc2)C(=O)C1`?
DNMT1 block: -6; bovine MsrA act: 3; Scp-1 inhibitor: 3; E coli Lon inh: -6; Tb MetRS inh: -0.3; STEP block: -1; NRP1-CendR mod: -5; SUMO1 PPI mod: 2; MsrA inhibitor: 1.2; LMPTP inh: -0.7

What do the screens show for `CC1=C(C#N)C(c2ccc(O)cc2)C(C#N)=C(C)N1`?
DNMT1 block: 0; bovine MsrA act: -7; Scp-1 inhibitor: 4; E coli Lon inh: 7; Tb MetRS inh: -0.3; STEP block: -3; NRP1-CendR mod: 9; SUMO1 PPI mod: -1; MsrA inhibitor: 0.2; LMPTP inh: 0.3

Results for O=C(O)c1ccccc1OCCN1CCCC1=O ?
DNMT1 block: -10; bovine MsrA act: -1; Scp-1 inhibitor: -7; E coli Lon inh: -1; Tb MetRS inh: 0.1; STEP block: 0; NRP1-CendR mod: 5; SUMO1 PPI mod: 4; MsrA inhibitor: 0.1; LMPTP inh: -2.6

What do the screens show for `O=C(Cc1ccc(F)cc1)Nc1nc(-c2ccc(F)c(F)c2)cs1`?
DNMT1 block: -3; bovine MsrA act: -2; Scp-1 inhibitor: -11; E coli Lon inh: 6; Tb MetRS inh: 0.1; STEP block: 0; NRP1-CendR mod: -4; SUMO1 PPI mod: 0; MsrA inhibitor: 1.8; LMPTP inh: 2.6

What do the screens show for `CC(C)=C(NC(=O)c1ccccc1)C(N)=O`?
DNMT1 block: 1; bovine MsrA act: -4; Scp-1 inhibitor: -8; E coli Lon inh: 4; Tb MetRS inh: -0.5; STEP block: 0; NRP1-CendR mod: 7; SUMO1 PPI mod: 3; MsrA inhibitor: 2.3; LMPTP inh: -2.1

How did COC(=O)CCCC(=O)NC1CC(C)(C)Cc2c1cnn2-c1ccc(C)cc1 (centres undefined) do in these assays?
DNMT1 block: -4; bovine MsrA act: -3; Scp-1 inhibitor: -5; E coli Lon inh: -3; Tb MetRS inh: 0.2; STEP block: -1; NRP1-CendR mod: -9; SUMO1 PPI mod: 7; MsrA inhibitor: 0.5; LMPTP inh: -2.5

Results for Cc1ccc(NC(=O)CSc2cccc3cccnc23)c(C)c1 ?
DNMT1 block: -8; bovine MsrA act: -2; Scp-1 inhibitor: -5; E coli Lon inh: -2; Tb MetRS inh: 0.0; STEP block: -3; NRP1-CendR mod: -16; SUMO1 PPI mod: -11; MsrA inhibitor: -0.6; LMPTP inh: 0.6

Results for CCOC(=O)Cn1nnnc1CN(Cc1cccs1)Cc1cc2cc(C)cc(C)c2[nH]c1=O ?
DNMT1 block: -6; bovine MsrA act: -2; Scp-1 inhibitor: -9; E coli Lon inh: 3; Tb MetRS inh: -0.9; STEP block: 4; NRP1-CendR mod: -15; SUMO1 PPI mod: -5; MsrA inhibitor: 2.1; LMPTP inh: 1.1

How did N#CCSc1nc2ccccc2c(=O)n1CCCC(=O)NCC1CCCO1 (centres undefined) do in these assays?
DNMT1 block: 1; bovine MsrA act: -3; Scp-1 inhibitor: -6; E coli Lon inh: 5; Tb MetRS inh: -0.5; STEP block: -2; NRP1-CendR mod: -4; SUMO1 PPI mod: -5; MsrA inhibitor: 0.4; LMPTP inh: -1.9

How did COc1ccccc1C(=O)N/C(=C/c1ccc2c(c1)OCO2)C(=O)Nc1cccc(C(=O)O)c1 do in these assays?
DNMT1 block: 3; bovine MsrA act: -8; Scp-1 inhibitor: -2; E coli Lon inh: 10; Tb MetRS inh: -0.5; STEP block: -2; NRP1-CendR mod: 2; SUMO1 PPI mod: -1; MsrA inhibitor: 5.0*; LMPTP inh: -0.5

How did O=c1cc(O)sc2ccccc12 do in these assays?
DNMT1 block: -1; bovine MsrA act: -2; Scp-1 inhibitor: -7; E coli Lon inh: 4; Tb MetRS inh: -0.5; STEP block: 8; NRP1-CendR mod: -1; SUMO1 PPI mod: 6; MsrA inhibitor: 0.1; LMPTP inh: -0.5

Looked up by structure from the entries so far (3):
Results for CCOc1ccc(-c2noc(CCC(=O)NCCc3ccccc3)n2)cc1OC ?
DNMT1 block: -1; bovine MsrA act: -3; Scp-1 inhibitor: -16; E coli Lon inh: -1; Tb MetRS inh: -0.1; STEP block: 2; NRP1-CendR mod: 9; SUMO1 PPI mod: 4; MsrA inhibitor: -0.1; LMPTP inh: 0.6

What do the screens show for `CC(C)=C(NC(=O)c1ccccc1)C(N)=O`?
DNMT1 block: 1; bovine MsrA act: -4; Scp-1 inhibitor: -8; E coli Lon inh: 4; Tb MetRS inh: -0.5; STEP block: 0; NRP1-CendR mod: 7; SUMO1 PPI mod: 3; MsrA inhibitor: 2.3; LMPTP inh: -2.1

What do the screens show for `O=C(Cc1ccc(F)cc1)Nc1nc(-c2ccc(F)c(F)c2)cs1`?
DNMT1 block: -3; bovine MsrA act: -2; Scp-1 inhibitor: -11; E coli Lon inh: 6; Tb MetRS inh: 0.1; STEP block: 0; NRP1-CendR mod: -4; SUMO1 PPI mod: 0; MsrA inhibitor: 1.8; LMPTP inh: 2.6

(continued)
How did COc1ccccc1C1=NOC(C)(c2nnc(Cc3ccccc3)o2)C1 (centres undefined) do in these assays?
DNMT1 block: -1; bovine MsrA act: 0; Scp-1 inhibitor: -3; E coli Lon inh: -7; Tb MetRS inh: -0.2; STEP block: -3; NRP1-CendR mod: -14; SUMO1 PPI mod: 8; MsrA inhibitor: -0.4; LMPTP inh: 0.7

Results for Cc1nn(-c2ccccc2)c(Cl)c1C(=O)OC(C)C(=O)Nc1ccc2c(c1)OCO2 (centres undefined) ?
DNMT1 block: -13; bovine MsrA act: -11; Scp-1 inhibitor: -9; E coli Lon inh: -5; Tb MetRS inh: -1.3; STEP block: -13; NRP1-CendR mod: -6; SUMO1 PPI mod: 2; MsrA inhibitor: 2.3; LMPTP inh: 1.2

What do the screens show for `CCOc1cc(C(=O)NC(C)C2CCCO2)cc(OCC)c1OCC` (centres undefined)?
DNMT1 block: -1; bovine MsrA act: -6; Scp-1 inhibitor: -9; E coli Lon inh: -20; Tb MetRS inh: 0.5; STEP block: -5; NRP1-CendR mod: 3; SUMO1 PPI mod: -3; MsrA inhibitor: -0.4; LMPTP inh: -0.4

How did Cc1nc(SCC(=O)NCc2ccco2)c2c3c(sc2n1)CCCC3 do in these assays?
DNMT1 block: 0; bovine MsrA act: -1; Scp-1 inhibitor: 9; E coli Lon inh: -3; Tb MetRS inh: 0.9; STEP block: 5; NRP1-CendR mod: -6; SUMO1 PPI mod: 1; MsrA inhibitor: 0.8; LMPTP inh: 1.9

Results for CCCN(CC1CC1)c1cc2c(c3c1ccn3C)C1CCC2C1 (centres undefined) ?
DNMT1 block: -7; bovine MsrA act: -1; E coli Lon inh: 2; Tb MetRS inh: -0.3; STEP block: 4; NRP1-CendR mod: 16; SUMO1 PPI mod: 4; MsrA inhibitor: -0.1; LMPTP inh: 0.4

How did O=c1nc(-c2ccccc2)cc(-c2ccccc2)[nH]1 do in these assays?
DNMT1 block: 0; bovine MsrA act: -2; Scp-1 inhibitor: -6; E coli Lon inh: 6; Tb MetRS inh: 0.0; STEP block: 1; NRP1-CendR mod: 0; SUMO1 PPI mod: -10; MsrA inhibitor: 1.9; LMPTP inh: -1.7

What do the screens show for `COc1cccc(CNC(=O)CN2C(=O)COc3ccc(S(=O)(=O)N4CCCCCC4)cc32)c1`?
DNMT1 block: -2; bovine MsrA act: -9; Scp-1 inhibitor: 3; E coli Lon inh: 7; Tb MetRS inh: 0.0; STEP block: -2; NRP1-CendR mod: 10; SUMO1 PPI mod: 1; MsrA inhibitor: -1.7; LMPTP inh: -0.2

High-throughput results: PubChem, several laboratories
